# Bioassay records: PubChem BioAssay, several laboratories
# TMEM16A act = mouse TMEM16A channel activation, primary screen; Q8BHY3; HEK293 TMEM16A/YFP-H148Q/I152L, iodide quench fluorescence; hits give low values; B-score at 10 µM; 0.3% of 340,000 active; AID 623877;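 active = fluorescence-ratio B-score plate-corrected deviation score at least 3 library SD below zero, with starting fluorescence score within 5 deviations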;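 note: channel opened by trigger with iodide after compound preincubation; score built on the fluorescence ratio of max minus min over baseline; more negative score means more quench and so TMEM16A activation or potentiation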
# MrgX1 antag = antagonists of human MrgX1 receptor. Q96LB2. MRGX1-HEK293 calcium flux, Fluo-4, BAM8-22 antagonism; hits give low values. B-score at 10 µM. 1.3% of 310,000 active. AID 588676;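 active = calcium-response B-score plate-corrected more than 3 library SD below zero, starting fluorescence within 5 deviations, no agonist response on first addition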;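 note: peak minus trough fluorescence over baseline after final BAM8-22 challenge near maximal dose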
# TRPC6 inhibitor = inhibitors of mouse TRPC6 channel; 1.1% of 310,000 active; HEK293-TRPC6, membrane potential dye, ACh-evoked depolarization; hits give low values; Q61143; B-score at 10 µM;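 active = B-score under library mean minus 3 SD, initial fluorescence not abnormally high, positive integrated signal ratio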;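 note: B-score derived from integrated fluorescence ratio over the kinetic read; more negative B-score means stronger inhibition of depolarization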
# Target sequence (Q61143 whole entry, looked up): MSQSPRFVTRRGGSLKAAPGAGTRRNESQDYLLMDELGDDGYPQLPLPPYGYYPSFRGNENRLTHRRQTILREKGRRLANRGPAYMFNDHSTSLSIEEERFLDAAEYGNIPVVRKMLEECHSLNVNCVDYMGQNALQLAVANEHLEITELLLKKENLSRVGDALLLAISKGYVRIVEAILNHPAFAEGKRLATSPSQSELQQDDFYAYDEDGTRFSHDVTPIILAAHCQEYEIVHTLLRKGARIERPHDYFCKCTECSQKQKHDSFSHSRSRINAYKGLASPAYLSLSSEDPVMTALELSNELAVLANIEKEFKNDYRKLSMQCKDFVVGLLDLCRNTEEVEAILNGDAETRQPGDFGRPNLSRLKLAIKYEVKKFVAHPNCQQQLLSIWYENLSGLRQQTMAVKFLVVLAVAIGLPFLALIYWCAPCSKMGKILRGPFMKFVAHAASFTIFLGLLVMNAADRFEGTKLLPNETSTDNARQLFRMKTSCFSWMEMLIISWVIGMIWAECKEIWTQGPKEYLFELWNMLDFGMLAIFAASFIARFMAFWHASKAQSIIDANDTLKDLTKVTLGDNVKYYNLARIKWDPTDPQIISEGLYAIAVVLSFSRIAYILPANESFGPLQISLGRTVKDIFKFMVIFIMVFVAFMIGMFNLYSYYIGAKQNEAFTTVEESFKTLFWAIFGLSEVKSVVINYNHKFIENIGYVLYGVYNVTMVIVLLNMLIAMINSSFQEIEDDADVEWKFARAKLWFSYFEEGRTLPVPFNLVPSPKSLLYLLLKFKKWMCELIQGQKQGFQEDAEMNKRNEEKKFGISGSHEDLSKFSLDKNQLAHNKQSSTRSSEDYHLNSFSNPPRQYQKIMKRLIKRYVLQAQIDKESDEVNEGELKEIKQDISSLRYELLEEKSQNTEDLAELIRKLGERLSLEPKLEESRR
# ANO1 block = inhibitors of mouse TMEM16A calcium-activated chloride channel. 1.2% of 310,000 active. AID 588511. normalized B-score (activity score, 25-100; higher = stronger inhibition) at 10 µM. HEK293 TMEM16A/YFP iodide influx fluorescence, ionomycin. Q8BHY3;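 active = ratio plate-corrected score three or more library SD toward inhibition, starting fluorescence score within five deviations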;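 note: score derived from kinetic fluorescence span divided by baseline fluorescence per well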
# SKKanGAS inh = inhibitors of SKKanGAS S. pyogenes growth in kanamycin (SK-promoter or general growth effect); inhibition, % at 7.5 µM; 1.3% of 300,000 active; BacTiter-Glo, 6 h; AID 1662;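 active = mean replicate score, as percent of positive control median, at least 50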;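 note: strain carries kanamycin resistance gene driven by streptokinase promoter and grows in 40 µg/ml kanamycin; loss of luminescence reflects streptokinase promoter inhibition or plain growth inhibition; 0% = median of DMSO wells and 100% = positive control at its reference dose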
# MrgX1 ag = human MrgX1 receptor agonism, primary screen | MrgX1-HEK293 cells, Fluo-4 calcium fluorescence, agonist mode; hits give high values | B-score at 10 µM | 0.44% of 310,000 active | AID 588627;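 active = calcium response B-score plate-corrected fluorescence ratio at least 3 library SD, with starting fluorescence B-score inside 5 SD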
#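 times = overnight plating, then 30 min 37 °C plus 30 min room-temperature dye loading | assay system = stable human MrgX1 HEK293 cell line | input = fifteen thousand cells per well | signal = kinetic calcium dye fluorescence, Fluo-4 NW | dosing = compound delivered in addition one of three | read-out = B-scored fluorescence response ratio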
# TRPC4 act = TRPC4 (mouse) channel activation; HEK293 TRPC4beta/mu-opioid, Fluo4 calcium fluorescence; hits give high values; B-score at 10 µM; 0.49% of 310,000 active;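 active = B-score above 5 SD of library B-scores, and initial fluorescence ratio not above library mean plus 5 SD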;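 note: positive B-score marks a calcium rise read as TRPC4 activation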
#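 Assay system – TRPC4beta and mu-opioid receptor HEK293 stable cells · Measured by – Fluo4 fluorescence, kinetic · Schedule – dye loading 45 min room temperature, 110 s kinetic read · Read-out – B-scored integrated calcium fluorescence ratio · Controls – buffer and maximal DAMGO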
# TRPC4 block = TRPC4 (mouse) channel inhibition; Q9QUQ5; HEK293 TRPC4beta/mu-opioid, DAMGO-evoked Fluo4 calcium flux; hits give low values; B-score at 10 µM; 0.39% of 300,000 active;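 active = B-score over 3 SD under the library average, no early fluorescence shift, positive overall ratio signal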
#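 test system = HEK293 cells with stable TRPC4beta plus mu-opioid receptor expression | detection = Fluo4 Ca2+ flux fluorescence | read-out = integrated fluorescence ratio relative to baseline, converted to per-well B score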
# MrgX1 PAM = human MrgX1 positive allosteric modulation, primary screen | Q96LB2 | MrgX1-HEK293, Fluo-4 calcium flux, FDSS; hits give high values | B-score at 10 µM | 0.63% of 310,000 active | AID 588675;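 active = plate-corrected calcium response at least 3 library SD above typical, normal starting fluorescence, not activating the receptor alone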;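 note: compound read alongside a low EC10 to EC30 dose of BAM8-22 agonist; peak minus trough fluorescence over baseline measured at the second addition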
# TRPC4 potent = allosterically enhances the mouse TRPC4 cation channel; HEK293 TRPC4beta/mu-opioid, DAMGO EC20, Fluo-4 Ca2+ flux; hits give high values; B-score at 10 µM; 0.42% of 310,000 active;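 active = B-score of calcium response area above 5 SD of library B-scores, with initial fluorescence ratio within 5 SD of library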;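 note: B-score of integrated fluorescence ratio over time as area under calcium response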
# TRPC6 activator = activators of mouse TRPC6 channel; HEK293-TRPC6 membrane potential dye fluorescence; hits give high values; 0.13% of 310,000 active; Q61143; B-score at 10 µM;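 active = B-score of the integrated fluorescence ratio above library mean plus 3 SD, and starting fluorescence ratio within library mean plus 5 SD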;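 note: higher score means more depolarization so channel activation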
# * hit, by the source's call; i = inactive; . = not tested or not shown.
SMILES,TMEM16A act,MrgX1 antag,TRPC6 inhibitor,ANO1 block,SKKanGAS inh,MrgX1 ag,TRPC4 act,TRPC4 block,MrgX1 PAM,TRPC4 potent,TRPC6 activator
C=CCN1c2ccccc2[C@]23C[C@@H](C(=O)OC)N(C(=O)c4ccco4)C2=NC(C(=O)OC)=C(C(=O)OC)[C@H]13,i,i,i,i,2,i,i,i,i,i,i
CS(=O)(=O)N1CCN(c2nc(-c3ccccc3)cs2)CC1,i,i,i,i,-1,i,i,i,i,i,i
Cc1cccn2c(=O)c3cc(C#N)c(=N)n(Cc4ccncc4)c3nc12,.,i,-5.7*,i,4,i,i,i,i,i,i
O=C(O)COc1ccc(C(=O)c2ccccc2)cc1,i,i,i,i,-12,i,i,i,i,i,i
CC(=O)c1ccc(NC(=O)C[n+]2ccccc2)cc1,i,i,i,i,-3,i,i,i,i,i,i
Cc1cccc(C)c1NC(=O)COC(=O)C1C2CC3OC(=O)C1C3C2 (stereo unspecified),i,i,i,i,2,i,i,i,i,i,i
Cc1cc(C)n(CCC(=O)Nc2ccc3c(c2)OCCO3)n1,i,i,i,i,0,i,i,i,i,i,i
COc1ccc(C2CC(=O)c3sc(N)nc3C2)cc1 (stereo unspecified),i,i,i,i,4,i,i,i,i,i,i
COCCCNc1nnc(Cc2ccccc2)c2ccccc12,i,i,i,i,-1,i,i,i,i,i,i
CCOC(=O)C1=NN(C(=O)COc2ccccc2)C(O)(c2ccc(Br)cc2)C1 (stereo unspecified),i,i,i,i,15,i,47*,i,i,i,i
Cc1ccc(C(=O)CN(CCC(=O)O)C(=O)c2ccncc2)cc1,i,i,.,i,.,i,.,.,i,.,.
COc1cccc(C(=O)CC(=O)C(=O)Nc2ccc(C)cc2Cl)c1,i,i,i,i,27,i,i,i,i,i,i
COc1cc(/C=N/NC(=O)c2cccc(C(=O)N/N=C/c3ccc(O)c(OC)c3)n2)ccc1O,i,i,i,i,3,i,i,i,i,i,i
CC(NC(=O)Nc1cccc(F)c1)c1ccc2c(c1)OCO2 (stereo unspecified),i,i,i,i,37,i,i,i,i,i,i
Cc1c(C(=O)C(=O)NCCCn2ccnc2)c2ccccc2n1C,i,i,i,i,-1,i,i,i,i,i,i
CC(C)CCNC(=O)COC(=O)c1ccc(Br)o1,i,i,i,i,13,i,i,i,i,i,i
COc1ccc(OCCNC(=O)c2ccccc2OCC(=O)Nc2ccc(NC(C)=O)cc2)cc1,i,i,i,i,-2,i,i,i,i,i,i
CCCC(=O)N1CCN(c2ccc(NC(=O)c3ccco3)cc2)CC1,i,i,i,i,-4,i,i,i,i,i,i
CSCC[C@H](NC(=O)CCNC(C)=O)c1nc2ccccc2[nH]1,i,i,i,i,-13,i,i,i,i,i,i
CCCN1C(=O)c2ccccc2NC1c1ccc(OC)cc1OC (stereo unspecified),i,i,i,i,12,i,i,i,i,i,i
Cc1ccccc1CN1C[C@@H]2C[C@@H](c3cn[nH]c3-c3ccccc3)N3CCC[C@@]23C1=O,i,i,i,i,-6,i,i,i,i,i,i
CCc1ccc(S(=O)(=O)NCc2cn3c(C)csc3n2)s1,i,i,i,i,-7,i,i,i,i,i,i
NC(=O)CC(NC(=O)Cc1ccc(Br)cc1)c1ccc(NCCOc2ccccc2)c([N+](=O)[O-])c1 (stereo unspecified),i,i,i,i,0,i,i,i,i,i,i
CC(C)NC(=O)c1cc2c(=O)n3ccccc3nc2s1,i,i,i,i,0,i,i,i,i,i,i
CC(=O)N1CCc2c(sc(NC(=O)CCS(=O)(=O)c3ccccc3)c2C#N)C1,i,i,i,i,45,i,i,i,i,i,i
Cc1cc(OC(=O)c2cccc(Br)c2)c([N+](=O)[O-])c(=O)[nH]1,i,i,i,i,-7,i,i,i,i,i,i
Cc1n[nH]c(=O)n1-c1ccc(Oc2ccccc2)cc1,i,i,i,i,6,i,i,i,i,i,i
O=c1[nH]c(CSc2nnc(-c3ccccc3)n2C2CCCCC2)nc2ccccc12,i,i,i,i,-5,i,i,i,i,i,i
CCCC(C(=O)NC1CCCC1)N(C(=O)c1snc(C(N)=O)c1N)c1ccc(OCC)cc1 (stereo unspecified),i,i,i,i,19,i,i,i,i,i,i
C=CCOc1ccc(C2NC(=O)NC(C)=C2C(=O)OC)cc1 (stereo unspecified),i,i,i,i,7,i,i,i,i,i,i
Cc1c(Cl)c([N+](=O)[O-])nn1CCCC(=O)Nc1c(Cl)cccc1Cl,i,i,i,i,-6,i,i,i,i,i,i
COC(=O)N(C)c1nc2ccccc2s1,i,i,i,i,-12,i,i,i,i,i,i
CCC(=O)Nc1cc(C(=O)O)ccc1Sc1ccc(C)cc1,i,i,i,i,9,i,i,i,i,i,i
CC(C)(C)c1cc(/C=N/O)cc(C(C)(C)C)c1O,i,i,i,i,-1,i,i,i,i,i,i
O=C(O)c1ccccc1NS(=O)(=O)c1cccc(C(F)(F)F)c1,i,i,i,i,0,i,i,i,i,i,i
COc1cc(/C=N/NC(=O)C(=O)/C=C2\NC(C)(C)Cc3ccccc32)ccc1O,i,i,i,i,-3,i,i,i,i,i,i
CC(C)OC(=O)CC1=NC(=O)CS1,i,i,i,i,12,i,i,i,i,i,i
COc1ccc(C(=O)C2CCCN(Cc3ccc(C#CCCO)cc3)C2)c(OC)c1 (stereo unspecified),i,i,i,i,-12,i,i,i,i,i,i
CCc1nnc(NC(=O)c2ccc(-c3cc(C(F)(F)F)ccc3Cl)o2)s1,i,i,i,i,-2,i,i,i,i,i,i
Cc1ccccc1-c1nc(CN2CCC(C(=O)NCc3cccs3)CC2)c(C)o1,i,i,i,i,-13,i,i,-6*,i,i,i
CC(C)Cc1cc(C(=O)N2CCCC(CO)(Cc3ccc(F)cc3F)C2)n[nH]1 (stereo unspecified),i,i,i,i,1,i,i,i,i,i,i
COc1ccc(N2CCN(CC(=O)Nc3sccc3C#N)CC2)cc1,i,i,i,i,12,i,i,i,i,i,i
Oc1ccc(N=Nc2cccc(Cl)c2)cc1C=Nc1ccc(N2CCOCC2)cc1,i,.,i,.,29,.,i,i,.,i,i
CCOC(=O)c1ccc(NC(=O)c2cccc(S(=O)(=O)N3c4ccccc4CC3C)c2)s1 (stereo unspecified),i,i,i,i,36,i,i,i,i,i,i
COc1ccc(C2C(C(=O)Nc3ccccc3)=C(C)N=C3SCC(=O)N32)cc1 (stereo unspecified),i,i,i,i,13,i,i,i,i,i,i
COc1ccccc1C(=O)Nc1ccc2nc(SCC(=O)N(C)C)sc2c1,i,i,i,i,8,i,i,i,i,i,i
O=C(CSc1nc(-c2ccccc2Cl)ns1)Nc1ccc2c(c1)OCO2,i,i,i,i,-9,i,i,i,i,i,i
C[n+]1c(/C=C/c2ccc(O)cc2)ccc2ccccc21,i,i,i,i,10,i,i,i,i,i,i
Cc1c(C(=O)OCC(=O)NCc2ccccc2)oc2ccccc12,i,i,i,i,-5,i,i,i,i,i,i
CCOC(=O)CCC(=O)N1CCNC(=O)C1,i,i,i,i,0,i,i,i,i,i,i
C[C@@H]1O[C@@H](O[C@H]2[C@H](Oc3cc(O)c4c(c3)OC(c3ccc(O)cc3)CC4=O)O[C@H](CO)[C@@H](O)[C@@H]2O)[C@H](O)[C@H](O)[C@H]1O (stereo partly specified),i,i,i,i,-5,i,i,i,i,i,i
COc1ccc(NC(=O)c2c3c(nc4ccccc24)CCC3)cc1S(=O)(=O)N1CCOCC1,i,i,i,i,6,i,i,i,i,i,i
CCOc1ccccc1C(=O)Nc1nnc(C(C)C)s1,i,i,i,i,-4,i,i,i,i,i,i
O=C(Cn1ncc2c([nH]c3ccccc32)c1=O)NCC1CCN(Cc2ccc(F)cc2)CC1,i,i,i,i,3,i,i,i,i,i,i
Cc1ccc(NC(=O)c2ccc3ncsc3c2)cc1S(=O)(=O)N(C)C,.,-5.4*,i,i,-1,i,i,i,i,i,i
COc1ccc(C(=O)Nc2nnc(S(=O)(=O)Cc3ccc(F)cc3)s2)cc1,i,i,i,i,6,i,i,i,i,i,i
Cc1ccc(C(=O)NNC(=O)c2ccccc2O)cc1S(=O)(=O)N1CCCCC1,i,i,i,i,3,i,i,i,i,i,i
COc1cccc(Oc2nc(N)ncc2[N+](=O)[O-])c1,i,i,i,i,4,i,i,i,i,i,i
CCC(C)[C@H](NC(=O)c1cc2cc(Cl)ccc2n1C)C(=O)N1CCC(C(=O)O)CC1 (stereo partly specified),i,i,i,i,2,i,i,i,i,i,i
Cc1ccccc1OCc1nnc(SCC(=O)O)n1Cc1ccccc1,i,i,i,i,0,i,i,i,i,i,i

# Reprinted from the part before: two entries, followed by the next part.
SMILES,TMEM16A act,MrgX1 antag,TRPC6 inhibitor,ANO1 block,SKKanGAS inh,MrgX1 ag,TRPC4 act,TRPC4 block,MrgX1 PAM,TRPC4 potent,TRPC6 activator
CCC(C)[C@H](NC(=O)c1cc2cc(Cl)ccc2n1C)C(=O)N1CCC(C(=O)O)CC1 (stereo partly specified),i,i,i,i,2,i,i,i,i,i,i
Cc1ccccc1OCc1nnc(SCC(=O)O)n1Cc1ccccc1,i,i,i,i,0,i,i,i,i,i,i
NC(=O)CSc1nnc(Cn2c(=O)sc3ccccc32)n1CCc1ccccc1,i,i,i,i,-2,i,i,i,i,i,i
O=C(N/N=C/c1coc2ccccc2c1=O)c1cc(Br)ccc1O,i,i,i,i,-2,i,i,i,i,i,i
COc1ccccc1C(=O)NC(C)c1nc2ccccc2[nH]1 (stereo unspecified),i,i,i,i,-1,i,i,i,i,i,i
O=C(COC(=O)c1c2c(nc3ccccc13)CCCCC2)c1ccc(Cl)s1,i,i,i,i,26,i,i,i,i,i,i
CCN(CC(=O)Nc1ccc(OC)cc1)CC(=O)Nc1ccc(Br)cc1F,i,i,i,i,8,i,i,i,i,i,i
O=C(Nc1cccc(C(=O)Nc2ccccc2F)c1)c1ccccc1,i,i,i,i,0,i,i,i,i,i,i
O=C(c1cc(Cl)nc2ccccc12)N1CCN(S(=O)(=O)c2cccc(F)c2)CC1,i,i,i,i,-2,i,i,i,i,i,i
